# Compound activity deposited in PubChem BioAssay by Broad Institute.
# TcdB inh = TcdB glycohydrolase inhibitors, primary screen, biochemical, single point, plate reader; inhibition, % at 9.99 µM; TcdB glycohydrolase enzymatic assay; AID 652162, 2013; actives 0.24% (n = 350,000); in the data active = inhibition above about 10%
# Target sequence (P18177 whole entry, looked up): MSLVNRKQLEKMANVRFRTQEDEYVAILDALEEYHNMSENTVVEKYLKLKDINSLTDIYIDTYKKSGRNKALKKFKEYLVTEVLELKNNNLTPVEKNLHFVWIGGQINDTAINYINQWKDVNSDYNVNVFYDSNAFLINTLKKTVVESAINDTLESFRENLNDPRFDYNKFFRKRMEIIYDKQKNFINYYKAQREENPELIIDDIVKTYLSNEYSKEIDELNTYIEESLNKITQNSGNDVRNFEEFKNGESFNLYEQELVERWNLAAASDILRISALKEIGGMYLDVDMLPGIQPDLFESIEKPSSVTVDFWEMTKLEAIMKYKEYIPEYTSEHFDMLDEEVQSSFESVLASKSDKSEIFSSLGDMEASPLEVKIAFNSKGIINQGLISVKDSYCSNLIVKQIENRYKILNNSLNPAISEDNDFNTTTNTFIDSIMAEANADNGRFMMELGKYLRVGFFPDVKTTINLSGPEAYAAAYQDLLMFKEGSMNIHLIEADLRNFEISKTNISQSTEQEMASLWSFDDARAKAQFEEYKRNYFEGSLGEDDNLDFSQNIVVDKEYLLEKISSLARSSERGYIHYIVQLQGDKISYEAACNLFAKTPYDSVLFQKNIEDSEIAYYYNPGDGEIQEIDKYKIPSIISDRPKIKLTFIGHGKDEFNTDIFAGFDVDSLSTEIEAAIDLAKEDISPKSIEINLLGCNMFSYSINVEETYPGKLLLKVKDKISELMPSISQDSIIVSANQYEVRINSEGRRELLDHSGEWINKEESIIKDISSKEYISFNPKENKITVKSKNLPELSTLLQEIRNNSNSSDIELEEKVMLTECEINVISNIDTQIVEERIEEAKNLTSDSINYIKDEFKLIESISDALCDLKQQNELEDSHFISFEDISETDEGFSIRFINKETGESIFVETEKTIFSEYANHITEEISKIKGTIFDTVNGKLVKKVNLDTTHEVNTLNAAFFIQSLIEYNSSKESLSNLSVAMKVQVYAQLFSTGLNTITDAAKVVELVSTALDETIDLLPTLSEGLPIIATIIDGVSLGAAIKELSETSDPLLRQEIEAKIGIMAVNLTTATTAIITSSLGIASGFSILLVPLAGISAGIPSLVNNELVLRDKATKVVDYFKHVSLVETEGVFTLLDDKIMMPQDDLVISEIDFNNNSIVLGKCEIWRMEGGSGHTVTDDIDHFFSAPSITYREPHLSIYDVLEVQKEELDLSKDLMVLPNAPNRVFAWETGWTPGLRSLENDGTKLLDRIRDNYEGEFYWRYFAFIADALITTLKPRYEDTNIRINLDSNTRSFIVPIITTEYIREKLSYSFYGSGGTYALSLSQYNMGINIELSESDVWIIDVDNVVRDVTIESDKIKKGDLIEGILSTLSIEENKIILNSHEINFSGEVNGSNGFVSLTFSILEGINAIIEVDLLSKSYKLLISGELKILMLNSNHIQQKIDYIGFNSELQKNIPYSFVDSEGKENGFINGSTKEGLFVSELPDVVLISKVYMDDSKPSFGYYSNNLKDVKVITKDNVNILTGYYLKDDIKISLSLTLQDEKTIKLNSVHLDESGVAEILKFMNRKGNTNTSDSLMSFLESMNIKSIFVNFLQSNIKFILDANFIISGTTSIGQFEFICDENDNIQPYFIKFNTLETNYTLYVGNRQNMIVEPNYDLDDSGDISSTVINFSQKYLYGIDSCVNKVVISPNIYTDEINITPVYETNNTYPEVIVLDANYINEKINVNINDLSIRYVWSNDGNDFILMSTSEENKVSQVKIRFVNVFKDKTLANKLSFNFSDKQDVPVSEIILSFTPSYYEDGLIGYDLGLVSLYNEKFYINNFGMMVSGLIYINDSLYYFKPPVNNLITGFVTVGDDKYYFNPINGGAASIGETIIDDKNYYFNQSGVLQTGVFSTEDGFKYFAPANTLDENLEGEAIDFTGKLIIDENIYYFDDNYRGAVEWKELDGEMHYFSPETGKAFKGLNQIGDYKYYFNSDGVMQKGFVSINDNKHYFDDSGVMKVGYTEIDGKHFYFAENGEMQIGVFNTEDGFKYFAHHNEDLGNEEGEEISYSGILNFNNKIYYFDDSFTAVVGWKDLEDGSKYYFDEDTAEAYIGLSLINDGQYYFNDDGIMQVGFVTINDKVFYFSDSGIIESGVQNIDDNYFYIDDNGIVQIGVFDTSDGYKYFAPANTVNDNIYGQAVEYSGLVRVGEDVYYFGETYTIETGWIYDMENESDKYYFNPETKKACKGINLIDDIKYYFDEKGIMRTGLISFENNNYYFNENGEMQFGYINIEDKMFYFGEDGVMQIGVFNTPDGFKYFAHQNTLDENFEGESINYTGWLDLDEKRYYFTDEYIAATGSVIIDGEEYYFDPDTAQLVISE
# * = called active by the depositor. Some of the compounds tested; rates above refer to the full screens.
structure	TcdB inh
COc1cccc(C(=O)N2C[C@@H]3[C@H](c4ccccc42)[C@@H](CO)N3C(C)=O)c1	-0.4
CCC(=O)N1[C@@H]2Cn3c(ccc(-c4ccccc4)c3=O)[C@H]1[C@@H](C(=O)N1CCc3ccccc3C1)[C@@H]2CO	0.0
O=S(=O)(N[C@H]1CC[C@@H](CCn2cc(-c3cccnc3)nn2)O[C@@H]1CO)c1ccc(F)cc1	-0.8
C[C@@H]1CN([C@@H](C)CO)C(=O)c2cc(NS(=O)(=O)c3ccccc3)ccc2O[C@H]1CN(C)C(=O)Nc1cccc2ccccc12	0.7
C[C@@H]1CN([C@@H](C)CO)C(=O)c2cc(NS(=O)(=O)c3cn(C)cn3)ccc2O[C@@H](C)CCCCO[C@H]1CN(C)S(=O)(=O)c1ccc(Cl)cc1	2.1
C[C@H](CO)N1C[C@H](C)[C@H](CN(C)C(=O)Nc2ccc3c(c2)OCO3)Oc2c(NC(=O)c3ccncc3)cccc2C1=O	-0.7
O=C(C1CCCC1)N1CC2(C1)[C@@H](c1ccccc1)[C@@H](CO)N2C(=O)CC1CC1	-1.1
COc1cccc(-c2ccc([C@H]3[C@@H](CO)N4CCCCN(S(=O)(=O)c5cn(C)cn5)C[C@@H]34)cc2)c1	-1.2
O=C(C[C@H]1CC[C@H]2[C@@H](COC[C@H](O)CN2Cc2ccc(Oc3ccccc3)cc2)O1)N1CCCCC1	-2.5
Cc1noc(C)c1NC(=O)Nc1cccc2c1O[C@H](CN(C)S(=O)(=O)c1cn(C)cn1)[C@H](C)CN([C@@H](C)CO)C2=O	-0.7
O=C(C[C@H]1CC[C@@H]2[C@H](COC[C@@H](O)CN2S(=O)(=O)c2ccccc2)O1)NCc1ccc(-c2ccccc2)cc1	-0.7
C[C@H]1CN([C@@H](C)CO)C(=O)Cc2cc(NC(=O)CCCCCC(=O)Nc3ccccc3N)ccc2O[C@@H]1CN(C)Cc1ccc(Oc2ccccc2)cc1	-0.9
CC(C)C#Cc1cnc2c(c1)C(=O)N([C@@H](C)CO)C[C@@H](C)[C@@H](CN(C)C(=O)Nc1ccccc1F)O2	0.2
CN(C)CC#Cc1ccc([C@@H]2[C@@H](CO)N3CCCCN(C(=O)c4ccc5c(c4)OCO5)C[C@H]23)cc1	-0.7
CC(=O)N1[C@@H]2c3ccc(-c4cccnc4)c(=O)n3C[C@@H]2[C@@H](CO)[C@@H]1C(=O)N1CCc2ccccc2C1	1.6
C[C@@H]1CN([C@H](C)CO)C(=O)Cc2cc(NC(=O)Nc3ccccc3)ccc2O[C@H]1CN(C)Cc1ccncc1	-0.3
O=C(Nc1ccc(F)cc1)N[C@@H]1C=C[C@H](CC(=O)N2CCCCC2)O[C@@H]1CO	-12
CCCC#Cc1ccc2c(c1)O[C@@H](CN(C)Cc1ccccn1)[C@@H](C)CN([C@@H](C)CO)S2(=O)=O	1.0
C[C@@H]1CN([C@@H](C)CO)C(=O)c2ccccc2-c2ccccc2CO[C@@H]1CN(C)C(=O)[C@H](C)c1ccccc1	0.5
Cc1ccc(S(=O)(=O)N(C)C[C@@H]2Oc3c(NC(=O)Nc4c(C)noc4C)cccc3C(=O)N([C@@H](C)CO)C[C@@H]2C)cc1	0.8
CCCNC(=O)N1C[C@H](C)[C@@H](OC)CN(C)C(=O)c2cc(NC(=O)CCC)ccc2OC[C@H]1C	-1.0
COc1cccc(C(=O)Nc2ccc3c(c2)OC[C@@H](C)N(CCc2ccccc2)C[C@H](C)[C@@H](OC)CN(C)C3=O)c1	-0.1
COc1ccc2c3c([nH]c2c1)[C@@H](CO)N(C(=O)c1ccncc1)CC31CCN(C(=O)C2CCC2)CC1	0.6
C[C@@H]1CCCCO[C@@H](CN(C)Cc2ccc(Cl)c(Cl)c2)[C@@H](C)CN([C@@H](C)CO)C(=O)c2cc(NC(=O)c3ccccc3)ccc2O1	-1.2
C[C@H](NC(=O)C[C@@H]1CC[C@@H](NC(=O)C2CC2)[C@@H](CO)O1)c1ccccc1	0.0
C[C@@H]1CN([C@H](C)CO)S(=O)(=O)c2ccc(C3=CCCCC3)cc2O[C@@H]1CN(C)C(=O)c1ccncc1	0.5
COCC(=O)Nc1ccc2c(c1)[C@@H]1C[C@H](CC(=O)NCC(F)(F)F)O[C@H](CO)[C@@H]1O2	0.6
C[C@@H]1CCCCO[C@@H](CN(C)Cc2ccncc2)[C@H](C)CN([C@@H](C)CO)C(=O)c2cc(NC(=O)CCCCCC(=O)Nc3ccccc3N)ccc2O1	-1.0
C/C=C/c1ccc2c(c1)O[C@H](CN(C)C(=O)CN(C)C)[C@@H](C)CN([C@@H](C)CO)S2(=O)=O	1.6
CO[C@@H]1CN(C)C(=O)c2ccc(NC(=O)C3CC3)cc2OC[C@H](C)N(C(C)=O)C[C@@H]1C	0.1
COc1ccc(NC(=O)N(C)C[C@@H]2OCCCC[C@@H](C)Oc3ccc(NC(=O)Nc4ccccc4)cc3C(=O)N([C@H](C)CO)C[C@H]2C)cc1	1.1
COc1cccc(-c2cn(CC[C@@H]3CC[C@@H](NS(=O)(=O)c4ccccc4Cl)[C@H](CO)O3)nn2)c1	-0.5
C[C@@H](NC(=O)[C@H]1[C@H](CO)[C@H]2Cn3c(cccc3=O)[C@H]2N1Cc1ccncc1)c1ccccc1	-0.3
COc1cccc(-c2ccc([C@H]3[C@@H](CO)N(C(=O)Cc4ccccc4)[C@H]3C#N)cc2)c1	-0.3
O=C(Nc1nccs1)[C@H]1[C@H](CO)[C@H]2Cn3c(ccc(-c4cncnc4)c3=O)[C@H]2N1CC1CCCC1	-0.6
COc1cccc(-c2ccc(C3[C@@H]4CN(C(=O)Nc5ccc(F)cc5)C[C@H]3N4)cc2)c1 (stereo not given in full)	-1.3
CCCNC(=O)N1[C@H](C#N)[C@@H](c2ccc(C3=CCCCC3)cc2)[C@@H]1CO	-0.1
O=C(C[C@@H]1CC[C@@H](NS(=O)(=O)c2ccc(F)cc2)[C@@H](CO)O1)NCc1ccccc1F	-0.8
COc1ccc(CN(C)C[C@@H]2Oc3c(NS(=O)(=O)c4cccs4)cccc3C(=O)N([C@H](C)CO)C[C@@H]2C)cc1	-1.1
CN1c2ccc(Br)cc2[C@H]2[C@H](CCN2S(=O)(=O)c2ccc(F)cc2)[C@@H]1CO	-0.1
C[C@H](CO)N1C[C@H](C)[C@@H](CN(C)C(=O)Nc2ccc(F)cc2)Oc2cc(-c3cccc(C(=O)N(C)C)c3)ccc2S1(=O)=O	-0.4
C[C@@H]1CN([C@H](C)CO)C(=O)c2cc(/C=C/c3ccccc3)cnc2O[C@@H]1CN(C)C(=O)Cc1cccnc1	1.5
COc1ccccc1-c1cnc2c(c1)C(=O)N([C@@H](C)CO)C[C@@H](C)[C@H](CN(C)C(=O)CN(C)C)O2	-0.6
C[C@@H]1CCCCO[C@H](CN(C)C(=O)Nc2ccc(F)cc2)[C@@H](C)CN([C@H](C)CO)C(=O)c2cc(NC(=O)NC3CCCCC3)ccc2O1	1.3
CCS(=O)(=O)Nc1ccc2c(c1)C(=O)N(C)C[C@@H](OC)[C@@H](C)CN(CC1CCCCC1)[C@@H](C)CO2	-1.4
Cc1noc(C)c1S(=O)(=O)Nc1ccc2c(c1)C(=O)N([C@H](C)CO)C[C@H](C)[C@@H](CN(C)Cc1ccc(Cl)c(Cl)c1)O2	0.7
COCC#Cc1cnc2c(c1)C(=O)N([C@H](C)CO)C[C@@H](C)[C@H](CN(C)C(=O)NC1CCCC1)O2	0.2
CN1CCN(C(=O)[C@@H]2[C@@H](CO)[C@@H]3Cn4c(cccc4=O)[C@@H]3N2Cc2ccccc2F)CC1	0.4
CO[C@H]1CN(C)C(=O)c2ccc(NC(=O)C3CCC3)cc2OC[C@@H](C)N(C(=O)NC(C)C)C[C@@H]1C	-1.2
O=C(CC1CC1)N1[C@H](CO)[C@H](c2ccccc2)C12CN(Cc1cc(F)ccc1F)C2	-3.1

# (cont.)
structure	TcdB inh
Cc1ccc(S(=O)(=O)N(C)C[C@@H]2Oc3c(NC(=O)c4ccc(-c5nccs5)cc4)cccc3C(=O)N([C@@H](C)CO)C[C@H]2C)cc1	-2.2
C[C@@H]1CN([C@H](C)CO)C(=O)c2cc(-c3ccc(C#N)cc3)cnc2O[C@@H]1CN(C)Cc1ccccn1	0.2
O=C(C[C@@H]1CC[C@@H]2[C@H](COC[C@H](O)CN2Cc2nccs2)O1)NCc1ccccc1Cl	0.3
C[C@@H]1CN([C@H](C)CO)C(=O)c2cccc(NS(C)(=O)=O)c2O[C@@H]1CN(C)C(=O)Nc1ccc2c(c1)OCO2	-0.4
O=C(C1CCOCC1)N1[C@@H](CO)[C@H](c2ccccc2)C12CN(CCC(F)(F)F)C2	0.3
CCCNC(=O)[C@H]1[C@H](CO)[C@H]2Cn3c(ccc(-c4ccccc4F)c3=O)[C@H]2N1C(C)=O	-0.6
COc1ccc(NC(=O)N(C)C[C@H]2Oc3ccc(N(C)C)cc3C(=O)N([C@H](C)CO)C[C@@H]2C)cc1	-0.9
COc1cccc(S(=O)(=O)N[C@H]2CC[C@H](CC(=O)NCc3ccc(Cl)cc3)O[C@@H]2CO)c1	-0.1
C[C@@H]1CCCCO[C@@H](CN(C)C(=O)Nc2ccc(F)cc2)[C@@H](C)CN([C@H](C)CO)C(=O)c2cc(NC(=O)CCC(F)(F)F)ccc2O1	0.5
C/C=C/c1ccc2c(c1)O[C@@H](CN(C)C(=O)c1ccccc1F)[C@H](C)CN([C@@H](C)CO)S2(=O)=O	-0.4
C[C@H](CO)N1C[C@H](C)[C@@H](CN(C)Cc2ccc(-c3ccccc3)cc2)Oc2ccc(NC(=O)C3CCCCC3)cc2C1=O	-0.7
C[C@@H]1CN([C@@H](C)CO)C(=O)c2cccc(NC(=O)Nc3ccc(F)cc3)c2O[C@@H]1CN(C)S(=O)(=O)c1ccc(Cl)cc1	-6.9
COc1ccccc1-c1ccc2c(c1)O[C@H](CN(C)C(=O)c1cccnc1)[C@@H](C)CN([C@@H](C)CO)S2(=O)=O	1.7
O=C(C[C@@H]1C=C[C@H](NC(=O)Cc2ccccn2)[C@@H](CO)O1)NCCc1ccncc1	0.2
C[C@H](CO)N1C[C@H](C)[C@H](CN(C)S(=O)(=O)c2cccc(F)c2)Oc2ncc(C#CCN(C)C)cc2C1=O	-0.5
CCCNC(=O)N1CCC2(CC1)CN(Cc1cccc(OC)c1)[C@H](CO)c1[nH]c3cc(OC)ccc3c12	-0.2
COc1ccc(C#Cc2ccc3c(c2)O[C@@H](CN(C)C(=O)Nc2cccc(OC)c2)[C@@H](C)CN([C@H](C)CO)S3(=O)=O)cc1	-1.0
O=C(NC[C@H]1CC[C@H]2[C@H](CN2Cc2cccc(Cl)c2)O1)C1CCOCC1	0.2
C[C@@H]1CN([C@H](C)CO)C(=O)c2cc(-c3cccnc3)cnc2O[C@@H]1CN(C)Cc1ccc(Oc2ccccc2)cc1	0.8
C[C@@H]1CN([C@@H](C)CO)C(=O)c2cc(N(C)C)ccc2O[C@@H](C)CCCCO[C@@H]1CN(C)S(=O)(=O)c1cn(C)cn1	-14
O=C(C1CCC1)N1CC(=O)N2[C@@H](CO)[C@@H](c3ccc(Br)cc3)[C@@H]2C1	-0.3
C[C@@H]1CN([C@@H](C)CO)C(=O)c2cccc(NC(=O)Nc3cccc4ccccc34)c2O[C@H]1CN(C)S(=O)(=O)c1ccc(F)cc1	-0.7
CCCC#Cc1cnc2c(c1)C(=O)N([C@H](C)CO)C[C@@H](C)[C@@H](CN(C)C(=O)C1CCOCC1)O2	-0.1
C[C@H](CO)N1C[C@H](C)[C@H](CN(C)C(=O)NC2CCCCC2)Oc2ccc(NC(=O)CCCN(C)C)cc2CC1=O	0.1
Cc1ccc(S(=O)(=O)N(C)C[C@@H]2Oc3c(NC(=O)Nc4cccc5ccccc45)cccc3C(=O)N([C@H](C)CO)C[C@H]2C)cc1	-4.6

# An excerpt from above in order of count of non-hydrogen atoms, ascending:
structure	TcdB inh
O=C(C1CCC1)N1CC(=O)N2[C@@H](CO)[C@@H](c3ccc(Br)cc3)[C@@H]2C1	-0.3
O=C(NC[C@H]1CC[C@H]2[C@H](CN2Cc2cccc(Cl)c2)O1)C1CCOCC1	0.2
O=C(C[C@@H]1CC[C@@H]2[C@H](COC[C@H](O)CN2Cc2nccs2)O1)NCc1ccccc1Cl	0.3
C[C@@H]1CN([C@H](C)CO)C(=O)c2cc(-c3ccc(C#N)cc3)cnc2O[C@@H]1CN(C)Cc1ccccn1	0.2
C[C@H](CO)N1C[C@H](C)[C@H](CN(C)S(=O)(=O)c2cccc(F)c2)Oc2ncc(C#CCN(C)C)cc2C1=O	-0.5
C[C@@H]1CN([C@H](C)CO)C(=O)c2cccc(NS(C)(=O)=O)c2O[C@@H]1CN(C)C(=O)Nc1ccc2c(c1)OCO2	-0.4
COc1ccc(C#Cc2ccc3c(c2)O[C@@H](CN(C)C(=O)Nc2cccc(OC)c2)[C@@H](C)CN([C@H](C)CO)S3(=O)=O)cc1	-1.0
C[C@@H]1CN([C@@H](C)CO)C(=O)c2cccc(NC(=O)Nc3cccc4ccccc34)c2O[C@H]1CN(C)S(=O)(=O)c1ccc(F)cc1	-0.7
C[C@@H]1CCCCO[C@@H](CN(C)C(=O)Nc2ccc(F)cc2)[C@@H](C)CN([C@H](C)CO)C(=O)c2cc(NC(=O)CCC(F)(F)F)ccc2O1	0.5

# (continued)
structure	TcdB inh
C[C@@H]1CN([C@@H](C)CO)C(=O)c2cc(C#CCN(C)C)cnc2O[C@@H]1CN(C)Cc1ccncc1	0.7
C[C@@H]1CN([C@H](C)CO)C(=O)c2cc(NC(=O)c3ccccc3)ccc2O[C@@H](C)CCCCO[C@H]1CN(C)S(=O)(=O)c1ccccc1	-0.1
CNC[C@H]1Oc2cc(-c3ccccc3F)ccc2S(=O)(=O)N([C@H](C)CO)C[C@@H]1C	-2.2
CCS(=O)(=O)Nc1ccc2c(c1)C(=O)N(C)[C@H]1CC[C@@H](CC(=O)N3CCCCC3)O[C@H]1CO2	-0.9
CO[C@H]1CN(C)C(=O)c2cc(NS(C)(=O)=O)ccc2OC[C@H](C)N(C(=O)C2CCCCC2)C[C@@H]1C	-0.6
